Screens as filed in PubChem.
SUMO HTRF inh: inhibitors of in vitro SUMOylation cascade, primary screen, biochemical, HTRF, uHTS | SUMO-conjugating enzyme UBC9 (Homo sapiens), P63279 | HTRF SUMOylation assay, SAE1/SAE2 + UBC9 | inhibition, % at 35 µM | 0.36% of 290,000 active | AID 2006, 2009; in the data active = inhibition above about 50%, passing the limit was not always enough; also: strong numbers were not always called active
GalR3 antagonist: GalR3 antagonists in HEK293 cells, primary screen, cell-based, fluorescence readout | Galanin receptor type 3 (Homo sapiens), O60755 | HEK293 GalR3-CNG cAMP membrane potential fluorescence; galR3 body fused to GalR1 C-terminus | inhibition, % at 3 µM | 0.44% of 360,000 active | AID 651719, 2012;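 active = inhibition above the screen-wide average plus 3 SD, cut at about 13% in these data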;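 also: forskolin and galanin both at EC90 stimulate the cells; cAMP rise reported by CNG channel membrane potential dye signal; 0% = forskolin plus galanin with DMSO and 100% = forskolin alone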
Target sequence (O60755 1-299 limits assumed): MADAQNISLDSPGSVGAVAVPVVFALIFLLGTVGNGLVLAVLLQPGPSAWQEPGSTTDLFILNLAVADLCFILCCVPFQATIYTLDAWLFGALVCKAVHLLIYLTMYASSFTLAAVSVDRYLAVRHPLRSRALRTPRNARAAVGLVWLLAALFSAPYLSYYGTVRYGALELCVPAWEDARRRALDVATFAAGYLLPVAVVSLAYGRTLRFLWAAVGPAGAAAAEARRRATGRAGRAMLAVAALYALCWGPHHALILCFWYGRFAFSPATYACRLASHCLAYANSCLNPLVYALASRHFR
MEKK2 WT-MEK5: modulators of MEK5 binding to wildtype MEKK2, primary screen, biochemical, multiplex bead flow cytometry, Alexa488-MEK5; Mitogen-activated protein kinase kinase kinase 2 (Homo sapiens), Q9Y2U5; Alexa488-MEK5 binding to MEKK2 WT; actives lie on both sides; binding response (% of control), % at 10 µM; 1.1% of 290,000 active; AID 1531, 2009; in the data active = binding response below about 67% or above about 130%
CRFBP-R2 block: antagonists of CRF-BP/CRF-R2 complex, primary screen, cell-based, HEK293, calcium dye fluorescence, uHTS. CRF-induced calcium fluorescence. inhibition, % at 11.8 µM. 0.59% of 350,000 active. AID 588475, 2011;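 active = inhibition of the ligand-induced calcium signal above about 50% at the single tested concentration, limit read from the data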
MEKK2 mut-MEK5: MEK5 binding signal on mutant MEKK2 PB1, primary screen, biochemical, multiplex bead flow cytometry, Alexa488-MEK5. Alexa488-MEK5 binding to MEKK2 mutant. percent response, % at 10 µM. 0.35% of 290,000 active. AID 1530, 2009; in the data active = percent response above about 24%, passing the limit was not always enough; also: inactives centre near 1; some results filed as inactive read as strong as hits; reference of the scale not given here
CRFBP-R2 agonist: agonists of CRF-BP/CRF-R2 complex, primary screen, cell-based, HEK293, calcium dye fluorescence, uHTS; calcium dye fluorescence (FLIPR); percent of saturating CRF peptide response; CRF-binding protein / CRF receptor 2 complex (human); activation, % at 13.2 µM; 0.46% of 350,000 active; AID 588473, 2011;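 active = activation of at least 50%, plus an integration ratio under a set limit after plate pattern correction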;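 also: plate controls were neutral control wells without compound for no effect and CRF at EC100 for full effect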
FID counter: compounds displacing fluorescent DNA intercalator, primary screen, artefact control for HCV NS3 helicase inhibitor project, biochemical, FID fluorescence. DNA fluorescent intercalator displacement. inhibition, % at 7.9 µM. 0.17% of 290,000 active; in the data active = inhibition above about 37%;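 also: 0% = vehicle and 100% = reference compound; higher means more ethidium bromide displaced from hairpin DNA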
MEKK3 PB1 HTS: modulators of MEKK3-MEK5 PB1 binding, primary screen, biochemical, wildtype MEKK3, multiplex bead flow cytometry, Alexa488-MEK5; Mitogen-activated protein kinase kinase kinase 3 (Homo sapiens), Q99759; bead-based flow cytometry, Alexa488-MEK5 binding to MEKK3; actives lie on both sides; 0 = blocked by unlabeled MEK5, 100 = vehicle; binding response (% of control), % at 10 µM; 1.4% of 290,000 active;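 active = binding response more than 3 SD above or below the average of its plate-row segment, actives on both sides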;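 also: Alexa488 bead fluorescence after subtracting the streptavidin-only scavenger bead signal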
Target sequence (Q99759 whole entry, looked up): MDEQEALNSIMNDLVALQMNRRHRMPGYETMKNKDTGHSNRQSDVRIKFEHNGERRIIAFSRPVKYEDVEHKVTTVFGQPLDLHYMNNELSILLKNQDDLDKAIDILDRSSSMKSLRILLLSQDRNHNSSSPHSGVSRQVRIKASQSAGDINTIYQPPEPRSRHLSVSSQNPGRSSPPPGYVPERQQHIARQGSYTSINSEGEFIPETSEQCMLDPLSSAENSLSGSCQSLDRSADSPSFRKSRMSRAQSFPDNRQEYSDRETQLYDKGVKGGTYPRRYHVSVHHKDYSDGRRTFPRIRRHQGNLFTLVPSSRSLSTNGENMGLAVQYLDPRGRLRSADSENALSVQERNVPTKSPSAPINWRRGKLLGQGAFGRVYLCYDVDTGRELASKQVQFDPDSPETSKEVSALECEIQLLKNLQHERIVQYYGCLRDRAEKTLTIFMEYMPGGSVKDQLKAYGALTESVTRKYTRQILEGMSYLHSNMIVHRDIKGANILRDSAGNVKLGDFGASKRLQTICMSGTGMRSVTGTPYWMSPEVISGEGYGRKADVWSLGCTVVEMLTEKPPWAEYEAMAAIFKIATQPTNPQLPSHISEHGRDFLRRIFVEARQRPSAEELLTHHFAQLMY
NS3 helicase inh: inhibitors of HCV NS3 helicase, primary screen, biochemical, Cy5 molecular beacon fluorescence; NS3 helicase DNA unwinding; 0.56% of 290,000 active; inhibition, % at 10.9 µM;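 active = inhibition above the mean of all tested compounds plus 3 SD, set per campaign, cut at about 35% in these data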;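 also: 0% = DMSO wells and 100% = thioflavine S control wells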
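Assay system – hepatitis C virus NS3 helicase domain fragment enzyme · Buffer or medium – MOPS pH 6.5, MgCl2, DTT, Tween20, BSA · Reagent – Cy5/quencher beacon DNA duplex and ATP to start · Compound – single 10.9 µM dose · Timing – 1 h at 25 °C · Technique – Cy5 beacon fluorescence read at start and 1 h · Measure – % inhibition of unwinding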
* hit, by the source's call; · = no result given.

SMILES | SUMO HTRF inh | GalR3 antagonist | MEKK2 WT-MEK5 | CRFBP-R2 block | MEKK2 mut-MEK5 | CRFBP-R2 agonist | FID counter | MEKK3 PB1 HTS | NS3 helicase inh
O=C(O)c1cc(S(=O)(=O)Nc2ccccc2C(=O)O)ccc1O | -6 | 12 | 103 | 24 | 5 | 0.0 | -4 | 104 | 12
CCCn1c2c(c(O)c(C(=O)Nc3ncccc3C)c1=O)CCCC2 | 18 | -6 | 93 | 7 | -3 | 8.3 | -14 | 93 | -7
CCOC(=O)CSC1=C(C#N)C(c2ccccc2OCC)C(C(=O)OCC)C(=O)N1 (centres undefined) | 8 | 2 | 101 | -4 | 2 | -0.1 | -25 | 98 | 2
Cc1cc(NC(=O)c2ccccc2)c(Cl)cc1N | 5 | -12 | 97 | -1 | -4 | 0.4 | -3 | 98 | 0
O=C(N=C1c2ccccc2CN1c1ccccc1)c1cccc([N+](=O)[O-])c1 | 9 | 9 | 5.0* | 1 | 4 | -7.2 | 0 | 95 | -10
O=C(NCCc1csc(-c2ccc(Cl)cc2)n1)c1ccco1 | 1 | -2 | 97 | -10 | -2 | -0.1 | -26 | 98 | -5
NNC(=O)CCN1CCN(C(c2ccccc2)c2ccccc2)CC1 | 11 | 3 | 110 | -1 | -1 | -1.1 | 7 | 94 | -38
CC(C)[C@H](Nc1ccc(S(=O)(=O)N2CCOCC2)cc1[N+](=O)[O-])C(=O)OCC(N)=O | -6 | -3 | 106 | -10 | 0 | 0.3 | 0 | 106 | 1
COc1ccc(C(C(=O)NC(C)(C)C)N(CCc2ccc(OC)c(OC)c2)C(=O)CCC(=O)Nc2cc(C)on2)cc1 (centres undefined) | 20 | -9 | 100 | 4 | 6 | 0.4 | -48 | 102 | -4
CCN(C(=O)Cn1c(=O)oc2cc(S(=O)(=O)N3CCOCC3)ccc21)c1ccccc1 | -8 | 6 | 94 | -7 | 0 | -1.0 | -15 | 91 | -5
CCOc1ccc(NC(=O)CN2CCN(CC(=O)Nc3ccc(C(=O)OC)cc3)CC2)cc1 | 12 | 2 | 93 | -20 | -1 | -1.9 | 0 | 95 | -1
COc1ccc(NC(=O)CN(c2cc(C)cc(C)c2)S(=O)(=O)c2c(C)noc2C)cc1 | 6 | 1 | 109 | -9 | 4 | 0.2 | -9 | 113 | -3
Cc1cccn2c(=O)c(C(=O)NCCCN3CCCCC3C)c(O)nc12 (centres undefined) | 9 | -8 | 102 | 41 | 2 | 0.5 | -1 | 102 | 1
Oc1ccc(/C=N/Nc2cc(N3CCCC3)nc(N3CCCC3)n2)cc1O | 63* | -4 | 105 | -24 | -1 | -1.3 | -19 | 95 | 56*
Cc1cc(N)ccc1NC(=O)CN1CCOCC1 | 12 | -5 | 105 | -4 | 13 | -0.4 | -1 | 99 | 6
CC1CCN(C(=O)CSc2nnc(CNC(=O)c3c(F)cccc3F)o2)CC1 | 12 | 1 | 107 | 0 | 7 | -0.7 | -10 | 102 | 3
CC1=C(C(=O)OCc2ccccc2)C(c2ccc(Br)cc2)NC(=O)N1CCCCCC(=O)O (centres undefined) | · | -6 | 102 | -2 | -2 | 0.3 | · | 104 | ·
S=C1NCN(CCc2ccccc2)CN1Cc1ccccc1 | 0 | -2 | 104 | 108* | -1 | 0.6 | -9 | 103 | 12
O=[N+]([O-])c1cc([N+](=O)[O-])c(Oc2cncc(Cl)c2)cc1NN1CCCCC1 | -6 | -3 | 98 | -9 | 1 | -2.4 | 2 | 101 | 10
Cc1ccc(C(=O)NC(C(=O)Nc2cccc(S(N)(=O)=O)c2)C(C)C)cc1 (centres undefined) | -4 | -9 | 97 | 5 | 4 | 2.2 | -6 | 105 | -4
CN(Cc1cccs1)C(=O)CCc1c[nH]c2ccccc12 | -4 | -8 | 97 | 1 | -1 | 0.8 | -10 | 96 | -4
COCCn1c(SCC(=O)NC2CCCC2)nnc1C(C)C | 4 | -7 | 105 | -1 | -1 | 0.1 | -4 | 103 | -7
CCOc1ccc(S(=O)(=O)NCc2cccnc2)cc1C | -6 | -4 | 99 | 10 | -1 | -0.4 | -2 | 98 | -3
COc1cccc(-c2nn3c(-c4cc(C)[nH]n4)nnc3s2)c1 | 3 | -5 | 100 | 2 | 0 | 0.3 | -13 | 95 | 5

Reprinted from the part before: 2 entries, followed by the next part.
SMILES | SUMO HTRF inh | GalR3 antagonist | MEKK2 WT-MEK5 | CRFBP-R2 block | MEKK2 mut-MEK5 | CRFBP-R2 agonist | FID counter | MEKK3 PB1 HTS | NS3 helicase inh
CCOc1ccc(S(=O)(=O)NCc2cccnc2)cc1C | -6 | -4 | 99 | 10 | -1 | -0.4 | -2 | 98 | -3
COc1cccc(-c2nn3c(-c4cc(C)[nH]n4)nnc3s2)c1 | 3 | -5 | 100 | 2 | 0 | 0.3 | -13 | 95 | 5
CCOC(=O)NC(NCCc1ccccc1)(C(F)(F)F)C(F)(F)F | -14 | -1 | 89 | -1 | -5 | 1.6 | -3 | 92 | 11
Cc1ccc(N2CC(C(=O)Nc3cccc(F)c3)CC2=O)cc1 (centres undefined) | -14 | -2 | 92 | -26 | -1 | -0.9 | -9 | 97 | -5
CCOC(=O)C(N)CSC1CC(=O)N(c2ccc(C(=O)OC)cc2)C1=O (centres undefined) | -1 | -2 | 88 | 26 | -3 | 8.3 | -5 | 90 | 7
COc1ccc(OC)c(NC(=O)COc2ccc(Br)cc2)c1 | 14 | -3 | 107 | 11 | 7 | -1.6 | -14 | 105 | -7
CC(=O)c1cc(C#N)c(Oc2ccccc2)nc1C | · | 1 | 104 | 25 | 3 | -6.4 | -3 | 104 | 5
COc1ccc(N(CC(=O)NCCSc2ccccc2)S(=O)(=O)c2ccccc2)cc1OC | -10 | 0 | 107 | -10 | 9 | -2.4 | -54 | 106 | -9
COCCn1c(C)cc(C(=O)CSc2nncn2-c2ccccc2)c1C | 15 | -6 | 96 | 5 | 2 | -3.0 | -9 | 99 | 8
Cc1cccc(-c2oc3ccc(-c4ccc5c(c4)OCO5)cc3c2-c2ccc(OC3CCCCO3)cc2)c1 (centres undefined) | · | -3 | 99 | -5 | 3 | -0.1 | · | 102 | ·
O=C(OC1CCOC1=O)c1cncc(Br)c1 (centres undefined) | 13 | 0 | 108 | -8 | 6 | -0.4 | 8 | 107 | 5
COCCCNC(=O)COc1ccc(Br)cc1Cl | 3 | 1 | 102 | 4 | -1 | -0.7 | -11 | 96 | -2
CCCCCCCCNC(=O)c1ccc(C)cc1 | 7 | -5 | 102 | · | 0 | · | -14 | 98 | -4
CCn1cc(C(C)NC(=O)COc2ccc(Cl)cc2C)c(C)n1 (centres undefined) | 8 | -6 | 99 | 3 | 2 | -2.1 | -23 | 96 | -3
CCN1C(=O)C(CC(=O)Nc2ccc(OC)cc2)N(CCc2ccc(OC)cc2)C1=S (centres undefined) | -19 | -5 | 99 | -32 | -1 | 8.5 | -19 | 108 | -8
Cc1ccc(S(=O)(=O)N2CCCCC2)cc1NC(=O)CSc1nnc(N)s1 | 2 | -7 | · | 1 | · | 0.9 | -6 | · | -1
CC(CN(C)Cc1ccccc1)OC(=O)C1COc2ccccc2O1 (centres undefined) | 13 | 1 | 102 | 12 | -1 | -1.7 | -3 | 100 | 4
CCCCn1c(CNC(=O)Cc2ccccc2)nc2ccccc21 | -8 | · | 114 | 12 | 14 | -0.2 | -22 | 110 | 2
COc1ccc(/C=C(/NC(=O)c2ccc(OC)c(OC)c2)C(=O)NCCc2c[nH]c3ccccc23)cc1 | 6 | 2 | 102 | 11 | 0 | -0.7 | -31 | 97 | 11
O=C(c1ccco1)N(CC1CCCO1)c1nc(-c2ccccc2)cs1 (centres undefined) | 18 | -5 | 96 | -32 | -2 | 7.3 | -24 | 97 | -8
Cc1nc2ccc(NC(=O)COc3ccccc3C)cc2s1 | 8 | -4 | · | -2 | · | 0.2 | -15 | · | -26
Cc1cccc(C(C)C)c1NC(=O)C1CCN(S(=O)(=O)c2ccccc2)CC1 | 0 | -2 | 101 | -5 | -4 | -4.0 | -37 | 101 | -7
COc1ccc(Cn2cnc3sccc3c2=O)cc1 | -10 | 0 | 104 | 33 | 10 | 37 | 0 | 104 | -2
CSc1ccccc1C(=O)NCCCOC(C)C | 17 | · | 100 | -3 | -2 | -1.2 | -3 | 102 | -4
Cc1onc(-c2ccccc2Cl)c1C(=O)Nc1nnc(-c2ccc(Br)cc2)s1 | 5 | · | 116 | -27 | 15 | 18 | -11 | 114 | -10
Cc1ccc(S(=O)(=O)NCCc2ccccc2)cc1 | 16 | -4 | 99 | 13 | 0 | -1.4 | -6 | 106 | -1

Gathered by group, those above containing a Cl atom
SMILES | SUMO HTRF inh | GalR3 antagonist | MEKK2 WT-MEK5 | CRFBP-R2 block | MEKK2 mut-MEK5 | CRFBP-R2 agonist | FID counter | MEKK3 PB1 HTS | NS3 helicase inh
Cc1cc(NC(=O)c2ccccc2)c(Cl)cc1N | 5 | -12 | 97 | -1 | -4 | 0.4 | -3 | 98 | 0
O=C(NCCc1csc(-c2ccc(Cl)cc2)n1)c1ccco1 | 1 | -2 | 97 | -10 | -2 | -0.1 | -26 | 98 | -5
O=[N+]([O-])c1cc([N+](=O)[O-])c(Oc2cncc(Cl)c2)cc1NN1CCCCC1 | -6 | -3 | 98 | -9 | 1 | -2.4 | 2 | 101 | 10
COCCCNC(=O)COc1ccc(Br)cc1Cl | 3 | 1 | 102 | 4 | -1 | -0.7 | -11 | 96 | -2
CCn1cc(C(C)NC(=O)COc2ccc(Cl)cc2C)c(C)n1 (centres undefined) | 8 | -6 | 99 | 3 | 2 | -2.1 | -23 | 96 | -3
Cc1onc(-c2ccccc2Cl)c1C(=O)Nc1nnc(-c2ccc(Br)cc2)s1 | 5 | · | 116 | -27 | 15 | 18 | -11 | 114 | -10

This is a subset, so the mix of outcomes need not match the whole.
